# Assay outcomes from PubChem BioAssay.
# S3 lipid droplet = qHTS Assay for Lipid Storage Modulators in Drosophila S3 Cells | AID 2685 | 320,000 tested, 0.64% active | Drosophila S3 cells, BODIPY lipid droplet fluorescence, 18-24 h; cells fed with added oleic acid | Potency in µM for hits, for the others lipid storage change, negative = inhibition, % at the top dose, mostly 46.1 µM; active means well fitted inhibition curve with a large enough effect in the signal ratio, with a control signal flat, not every such curve was filed as active; inconclusive means small, poorly fitted or top-dose-only effect, or effect the other way, or a change in a side signal; the % refers to the signal ratio
#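 Drosophila S3 cells got compounds at several concentrations plus oleic acid (400 uM solution). Laser-scanning cytometry with 488 nm excitation read lipid droplets at 500-530 nm and cells at 575-640 nm. Percent activity was relative to 20 uM Triacsin C.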
# S3 lipid droplet cell count max = also measured in S3 lipid droplet; calls as there; cell number change, %; measured here: cell count max response;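 cells counted by Cell Tracker Red CMTPX staining in the red channel; peak over a dose series mostly up to 46.1 µM; percent activity relative to internal control wells on each plate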
# * hit, by the source's call; i = inactive; ? = inconclusive; / = not tested or not shown. On the % scale 0 is the no-effect control and ±100 the full control effect; potency means the concentration at half of the fitted maximal effect. Only part of the results is shown; the hit share may differ from the screen's.
nr	canonical_smiles	S3 lipid droplet	S3 lipid droplet cell count max
1	Cc1cc(C)c2c(=O)n(CC(=O)NCCCN3CCOCC3)sc2n1	?	/
2	O=C(Nc1cccc(Cl)c1)OCc1cnc(Cl)s1	?	/
3	Cc1ccc(N2C(=O)c3cccc4c(Oc5ccccc5[N+](=O)[O-])ccc(c34)C2=O)c(C)c1	?	/
4	O=C(Cn1c(=O)n(CCCCC(=O)NC2CCCC2)c(=O)c2ccccc21)NCCC1=CCCCC1	i	-28.2
5	CCOC(=O)C1CCCN(CCc2ccccc2)C1 (stereo not drawn)	-3.7%	7.9
6	CN(CC(=O)N1CCN(Cc2ccccc2)CC1)S(=O)(=O)c1ccc(Br)cc1	?	/
7	CC(C)(C)c1ccc(C(=O)NNc2ncccc2-n2cccc2)cc1	-7.5%	-8.3
8	Cn1c(=O)cc(OCCCC(=O)NC2CCCC2)c2ccccc21	?	/
9	CC1CCN(c2ccc(NC(=S)NC(=O)c3ccco3)cc2)CC1	?	/
10	CCCC(C)NC(=O)C1CCN(C(=O)C2CC(=O)N(c3ccc(C)cc3)C2)CC1 (stereo not drawn)	i	19.2
11	COc1ccccc1OCC(=O)Nc1nc2c(s1)CCCC2	i	/
12	COc1ccc(NC(=O)C2CCN(C(=O)c3ccc(OC)cc3)CC2)cc1	?	/
13	CS/C(=C\[N+](=O)[O-])Nc1ccc(F)cc1	?	/
14	O=C(CSCc1ccc(Cl)cc1)NCC1CCCO1 (stereo not drawn)	-8.3%	4.1
15	Cc1cc2ncc(C(=O)N=CN(C)C)cn2n1	?	/
16	O=C(NC1CCCc2ccccc21)c1cc(Cl)ccn1 (stereo not drawn)	?	/
17	CCOc1ccc(-n2c(C)c(C(C)=O)c3cc(OCC(N)=O)ccc32)cc1	0.4%	2.1
18	COC(=O)Nc1ccc(S(=O)(=O)N2CCC(C(=O)N3CCCC(C)C3)CC2)cc1 (stereo not drawn)	?	/
19	O=C1C(NS(=O)(=O)c2cccs2)=C(N2CCN(c3cccc(C(F)(F)F)c3)CC2)C(=O)c2ccccc21	?	/
20	CCn1c(SCC(=O)Nc2ccc(Br)cc2)nc2sc3c(c2c1=O)CCN(C)C3	?	/
21	CCCCOc1ccc(C(=O)N/N=C/c2ccc(OCCN3CCCCC3)c(OC)c2)cc1	16.7%	-0.4
22	O=c1[nH]c(CCl)nc2cc(-c3ccc(F)cc3)sc12	i	8.6
23	O=C(NCc1cccnc1)c1ccc(CS(=O)(=O)c2ccc(Br)cc2)o1	?	/
24	Cc1ccccc1C1=NC(c2ccc(F)cc2F)ON1 (stereo not drawn)	?	/
25	CN(Cc1cccc(-n2cccn2)c1)C(=O)CCc1nnc(C2CCCCC2)o1	-3.6%	3.1
26	C/C(=N\NC(=O)c1ccccc1C)c1ccc(NC(=O)c2cccs2)cc1	?	/
27	CC(C)(CO)NCC(=O)Nc1cc(C(F)(F)F)cc(NC(=O)CNC(C)(C)CO)c1Cl	?	/
28	Cn1ncc(Cl)c(Oc2ccccc2)c1=O	-5.5%	-3.8
29	O=C(CCN1CCc2ccccc2C1)Nc1ccc2c(c1)OCO2	?	/
30	CCN(C(=O)/C=C/c1ccc(OC)cc1)C1CCCCC1	?	/
31	CCN1CCN(c2ccc(N=Cc3ccccc3O)cc2)CC1	-14.1%	-0.3
32	COc1ccc(S(=O)(=O)N(C)CC(=O)N2CCC(C(N)=O)CC2)cc1Cl	-7.8%	2.9
33	Cc1ccc(S(=O)(=O)N2CCC(C(=O)N[C@H](C(=O)NC3CCS(=O)(=O)C3)C(C)C)CC2)cc1 (stereo partly drawn)	11.9%	12.5
34	CCOc1cccc(CNc2ccc(O)cc2)c1OCc1ccccc1Cl	?	/
35	Cc1ccc(NC(=O)CN2CCN(S(=O)(=O)c3ccc(F)cc3)CC2)cc1C	?	/
36	CCOC(=O)CNC(=O)CSc1ccc2nnc(-c3cccnc3)n2n1	2.3%	/
37	CC1CN(C2=CC(=O)CCC2)CC(C)O1 (stereo not drawn)	?	/
38	Cc1ccc(NC(=O)CN2C(=O)S/C(=C/c3ccc(-c4cccc(C(=O)O)c4)o3)C2=O)cc1	-2.4%	15.2
39	CCCC(=O)NC(Nc1ccccc1OC)C(Cl)(Cl)Cl (stereo not drawn)	-4.4%	-2.7
40	Cc1ccc(S(=O)(=O)Cn2nnnc2C(c2ccccc2)N2CCN(c3ncccn3)CC2)cc1 (stereo not drawn)	?	/
41	COCCN1C2=C(C(=O)CC(C)(C)C2)C(c2ccc(O)c(OC)c2)C2=C1CC(C)(C)CC2=O	?	/
42	Cc1oc2cc(OC(=O)c3ccco3)ccc2c(=O)c1-c1nc2ccccc2n1C	0.1%	-9.8
43	O=C(CC(c1ccco1)C1CCCCC1=O)c1ccccc1 (stereo not drawn)	i	20.6
44	Cc1ccccc1C(=O)N1CCC(C(=O)NN2C(=O)NC3(CCCCC3)C2=O)CC1	?	/
45	Cc1ccc(N2C(=O)CSC2c2ccc3c(c2)OCO3)cc1 (stereo not drawn)	?	/
46	Cc1ccc(C(=O)NC2CCC(C)CC2)o1 (stereo not drawn)	?	/
47	Nc1ccc(Cl)c[n+]1Cc1cccc2cccnc12	-10.4%	8.1
48	CCOC(=O)c1cnc2c(CC)cccc2c1NCCCN1CCOCC1	?	/
49	O=C1c2cccnc2C(=O)N1C1CCCCC1	16.6%	1.6
50	COc1ccc(C2=NOC(Cn3nc(C(=O)O)cc3-c3ccccc3)C2)cc1 (stereo not drawn)	?	/

# Not a retest: an excerpt of the list.
nr	canonical_smiles	S3 lipid droplet	S3 lipid droplet cell count max
43	O=C(CC(c1ccco1)C1CCCCC1=O)c1ccccc1 (stereo not drawn)	i	20.6
44	Cc1ccccc1C(=O)N1CCC(C(=O)NN2C(=O)NC3(CCCCC3)C2=O)CC1	?	/
45	Cc1ccc(N2C(=O)CSC2c2ccc3c(c2)OCO3)cc1 (stereo not drawn)	?	/

# Later entries.
nr	canonical_smiles	S3 lipid droplet	S3 lipid droplet cell count max
51	CCCCOC(=O)c1ccc(NC(=O)COC(=O)c2ccc3ncsc3c2)cc1	6.2%	16.8
52	CC1CN(Cc2nc3c(c(=O)n(C)c(=O)n3C)n2CCN2CCOCC2)CC(C)O1 (stereo not drawn)	?	/
53	O=C(O)Cc1ccc(NC(=O)c2cccc(NC(=O)c3ccco3)c2)cc1	5.5%	10.8
54	S=C(NCCc1c[nH]c2ccccc12)NC1CC1	6.9%	-1.2
55	CCN(CC)S(=O)(=O)c1cnccc1N1CCN(c2cccc(Cl)c2)CC1	?	/
56	Cc1ccc(-c2nc3ncccn3c2Nc2ccc3c(c2)OCCO3)o1	?	/
57	CCN1CCN(C(=O)c2ccc3c(c2)N(Cc2ccc(C)cc2)CCS3)CC1	?	/
58	O=C(Nc1ccccc1Cl)C1CC(=O)N(Cc2ccco2)C1 (stereo not drawn)	-6.2%	1.8
59	CCOC(=O)Cc1csc(NC(=O)CSc2nnc(C(C)C)n2CC)n1	-2.6%	-0.8
60	C=CCNc1oc(-c2ccc(OC)cc2)nc1C#N	?	/
61	COc1ccc(Cn2c(-c3ccco3)nc3oc4cc(OC)ccc4c(=O)c3c2=O)cc1	i	0.9
62	CC(=O)Nc1nonc1C(=O)N1CCC(C)CC1	-0.3%	-0.4
63	CC1CCCN(C(=O)COC(=O)CNS(=O)(=O)c2ccc3ccccc3c2)C1 (stereo not drawn)	i	/
64	Cc1cc(C)cc(NC(=O)CSc2nc3ccccc3nc2N2CCCC2)c1	?	/
65	Fc1ccc(-c2nc(-c3cccs3)[nH]c2-c2ccc(F)cc2)cc1	?	/
66	O=C(Cn1cc(C(=O)C2CC2)c2ccccc21)NCc1ccccc1	10.9%	2.2
67	N#C/C(=C(/O)COC(=O)c1cccnc1Cl)c1nc2ccccc2[nH]1	?	/
68	Cc1ccc(S(=O)(=O)Nc2c(C(=O)O)[nH]c3ccccc23)cc1C	?	/
69	CC(=O)OCC(OC(C)=O)C(OC(C)=O)C(OC(C)=O)C(=O)Nc1cccc(C)c1 (stereo not drawn)	7.7%	-15.5
70	Cc1ccc(C(C(=O)NC2CCCC2)N(C(=O)CCC(=O)Nc2cc(C)on2)c2ccccc2)cc1 (stereo not drawn)	4.3%	7.6
71	CCN(c1ccccc1)S(=O)(=O)c1ccc(C(=O)N(CCCN(C)C)c2nc3c(C)cccc3s2)cc1	?	/
72	O=C(CCc1nc(-c2cccs2)no1)NCc1ccc(F)cc1Cl	?	/
73	CC1=CS/C(=C(/C#N)C(=O)N2CCOCC2)N1c1ccccc1	?	/
74	O=C(CN(Cc1ccccc1Cl)C(=O)CN1C(=O)CSc2ccccc21)NC1CC1	?	/
75	C=C(C)C1CC=C(C)/C(=N/NC(=O)COc2ccc(C)cc2)C1 (stereo not drawn)	?	/
76	COc1cc2c(cc1OC)C(C(=O)Nc1ccc(F)c(Cl)c1)CC(=O)N2 (stereo not drawn)	i	-29.7
77	Cn1ncc(SCc2ccccc2)c(Cl)c1=O	-21.3%	7.1
78	N#CC1(Nc2ccccc2)C(=O)Nc2ccccc21 (stereo not drawn)	?	/
79	CCOC(=O)N1CCN(Cc2c(F)cccc2Cl)CC1	3.4%	-3.9
80	O=C(NCC(=O)N1CCN(c2ccccc2)CC1)c1ccccc1	i	-0.7
81	O=C(O)c1cccc(NC(=S)NCc2ccccc2)c1	7.5%	8.4
82	COc1ccccc1C(=O)N1CC(=O)Nc2ccc(F)cc2C1c1ccccc1 (stereo not drawn)	7.1%	14.4
83	Cc1ccc2c(c1)C(O)(CC(=O)c1ccc3c(c1)OCO3)C(=O)N2 (stereo not drawn)	i	/
84	NC(=O)C1CCN(C(=O)CNC(=O)c2ccccc2)CC1	?	/
85	CNC(=O)/C(C#N)=C/c1ccc(-c2ccccc2[N+](=O)[O-])o1	?	/
86	CCC(C)[C@H](NC(=O)N1CC(=O)Nc2ccccc21)C(=O)N[C@@H](C(=O)O)c1ccccc1 (stereo partly drawn)	i	/
87	CC(C)(C)c1cc(C(=O)N2CCN(c3ncccn3)CC2)ccn1	?	/
88	Cn1c(-c2ccco2)nc2cc3ccccc3cc21	19.1%	-1.4
89	Cc1cccc(C)c1NC(=O)CN1C(=O)N(C)Cc2ccccc21	?	/
90	Cc1ccc(NC(=O)Cn2nc(C)cc2C)cc1	6.5%	-9.2

# Of the compounds above, 3 contain a nitro group on carbon.
nr	canonical_smiles	S3 lipid droplet	S3 lipid droplet cell count max
3	Cc1ccc(N2C(=O)c3cccc4c(Oc5ccccc5[N+](=O)[O-])ccc(c34)C2=O)c(C)c1	?	/
13	CS/C(=C\[N+](=O)[O-])Nc1ccc(F)cc1	?	/
85	CNC(=O)/C(C#N)=C/c1ccc(-c2ccccc2[N+](=O)[O-])o1	?	/

# Later entries
nr	canonical_smiles	S3 lipid droplet	S3 lipid droplet cell count max
91	CCC1C(=O)NCCN1C(=O)c1cc(COc2cc(C)ccc2C)on1 (stereo not drawn)	i	-23.7
92	O=C(Nc1cccc(NC(=O)c2sc3ccccc3c2Cl)c1)c1ccco1	?	/
93	Cn1cc(/C=C/C(=O)N2CCCC(C(=O)c3cccc4ccccc34)C2)cn1 (stereo not drawn)	-4.4%	8.7
94	Cc1nn(CCC(N)=O)c2nc(-c3cccs3)cc(C(F)(F)F)c12	?	/
95	CCOc1ccccc1NC(=S)N1CCN(c2nc(-c3cccc(OC)c3)cs2)CC1	-3.8%	-0.7
96	O=C(CCNS(=O)(=O)c1cccc2nsnc12)NC1CCCc2ccccc21 (stereo not drawn)	?	/
97	CC1(C)CSC(=NCCc2ccccc2)N1	?	/
98	COc1cccc(C(O)c2nccn2Cc2ccccc2)c1OC (stereo not drawn)	i	5.7
99	O=C(CC12CC3CC(CC(C3)C1)C2)N/N=C\c1ccc[nH]1	2.9%	4.0
100	CCN(CC)S(=O)(=O)c1ccc2c(c1)N(CC(=O)N(CCc1ccncc1)C(C)C)C(=O)CO2	5.3%	/

# Record cards, from the list above.
# Entry for O=C(CC12CC3CC(CC(C3)C1)C2)N/N=C\c1ccc[nH]1 : S3 lipid droplet = 2.9%; S3 lipid droplet cell count max = 4.0
# Entry for O=C(Nc1cccc(NC(=O)c2sc3ccccc3c2Cl)c1)c1ccco1 : S3 lipid droplet = ?; S3 lipid droplet cell count max = /

# The results go on:
nr	canonical_smiles	S3 lipid droplet	S3 lipid droplet cell count max
101	CC[n+]1c(/C=C/c2ccc(N(C)C)cc2)ccc2ccccc21	?	/
102	CN(C)c1ccc(C(CNS(=O)(=O)c2cccc([N+](=O)[O-])c2)N2CCOCC2)cc1 (stereo not drawn)	?	/
103	O=[N+]([O-])c1ccc(OCc2n[nH]c(=S)n2-c2ccccc2)cc1	i	-2.2
104	CCOC(=O)C1CCCN(C(=O)c2ccc3oc(Cc4ccccc4)nc3c2)C1 (stereo not drawn)	i	-3.7
105	CC(=O)Nc1nc(C)cs1	?	/
106	Cc1cccc(-c2cc3nc(C)cc(NCCCn4ccnc4)n3n2)c1	?	/
107	Cc1ccc2nc(N3C(=O)C(O)=C(C(=O)c4ccc(C)o4)C3c3cccc(O)c3)sc2c1 (stereo not drawn)	-22.7%	-17.7
108	CC(C)Cc1nnc(NC(=O)CSc2nc(N)cc(=O)[nH]2)s1	-1.8%	9.2
109	CCCS(=O)(=O)N1CCC(C(=O)NC2CCCCC2C)CC1 (stereo not drawn)	4.0%	-3.8
110	O=C(CSc1nnc(-c2ccco2)n1Cc1ccco1)N1CCOCC1	-0.2%	3.2
111	CC(=O)c1ccc(NC(=O)c2sc3nc(N4CCOCC4)c4c(c3c2N)CCCC4)cc1	?	/
112	COc1cccc(-n2cnc3scc(-c4cccs4)c3c2=O)c1	?	/
113	CCc1nnc(NC(=O)CSc2nnc(-c3ccco3)n2CC)s1	?	/
